Screening results deposited in PubChem BioAssay by Fisher Drug Discovery Resource Center.
mcGAS inh: blocks mouse cGAS activity | 160,000 tested, 0.15% active | recombinant cGAS, Kinase-Glo ATP depletion luminescence | inhibition, % at 12.5 µM | Q8C6L5;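 note: 0% = negative control wells and 100% = reference inhibitor with no enzyme activity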
NPYLR7 agonist: activates Aedes aegypti NPYLR7 receptor; 270,000 tested, 0.15% active; AID 1259423; activation, % at 10 µM; HEK293T NPYLR7/Galpha15, GCaMP6s calcium fluorescence; in the data active = activation above about 40%;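 note: 0% = vehicle and 100% = reference agonist at the receptor; some compounds past the cut are filed as inactive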
hcGAS inh: human cGAS inhibition. Q8N884. inhibition, % at 12.5 µM. AID 1259398. recombinant h-cGAS, ATP depletion, Kinase-Glo luminescence. 290,000 tested, 0.081% active;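 note: 0% = vehicle reaction and 100% = reaction without DNA for no activity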
Target sequence (Q8N884 whole entry, looked up): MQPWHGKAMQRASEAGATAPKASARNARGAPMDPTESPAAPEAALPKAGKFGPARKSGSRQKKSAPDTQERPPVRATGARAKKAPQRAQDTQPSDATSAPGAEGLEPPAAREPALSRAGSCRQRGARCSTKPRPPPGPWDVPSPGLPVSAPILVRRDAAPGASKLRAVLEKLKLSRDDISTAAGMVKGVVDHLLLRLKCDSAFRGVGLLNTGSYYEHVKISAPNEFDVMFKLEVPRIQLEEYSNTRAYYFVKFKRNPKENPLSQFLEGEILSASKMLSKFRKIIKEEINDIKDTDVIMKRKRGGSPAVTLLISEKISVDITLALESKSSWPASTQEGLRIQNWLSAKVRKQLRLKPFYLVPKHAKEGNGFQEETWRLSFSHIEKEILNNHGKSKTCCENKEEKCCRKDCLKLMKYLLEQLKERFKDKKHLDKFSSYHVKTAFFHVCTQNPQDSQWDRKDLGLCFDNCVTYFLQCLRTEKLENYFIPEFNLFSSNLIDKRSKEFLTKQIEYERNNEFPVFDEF
Active calls of the source: *; / = not tested or not shown; & = joins results of further samples. Cut-off read from the data, not from the text of the source, unless noted: active = inhibition above about 40%; inactive = the rest.

SMILES	mcGAS inh	NPYLR7 agonist	hcGAS inh
CCCN(CCc1c[nH]c2ccc(NC(=O)C(c3ccccc3)c3ccccc3)cc12)CC1CC1	-7	12	-7
CCOCCn1c(N2CCC(Cc3ccccc3)CC2)nc2c1c(=O)[nH]c(=O)n2C	/	0	-6
COc1cccc(CN(CC(O)COc2ccccc2C)CC2CC(c3ccc(Cl)cc3)=NO2)c1 (centres undefined)	-5	1	-5
Cc1cc(C)cc(NC(=O)CSc2ccc3nnc(CCNC(=O)c4ccccc4)n3n2)c1	-1	-2	-1
Cc1onc(-c2ccccc2Cl)c1C(=O)Nc1ccc(C(=O)Nc2ccc(O)cc2)cc1	-5	-15	-1
COc1cn2c(cc1=O)C(=O)N(CCNC(=O)CC1CCCC1)CC2	/	21	-8
O=C(CN(C1CC1)C1CCCCC1C1CCCCC1)N1CCC1 (centres undefined)	/	-1	-17
Cc1cc(C(=O)N2CCC2(C)C(=O)NCC(C)(C)C)nn1C (centres undefined)	/	3	-8
COCCCN(CC(=O)N(CCc1c[nH]c2ccccc12)Cc1ccc(F)cc1)C(=O)c1ccccc1OC	-6	-4	-6
COc1cccc(C(=O)N(C)CC(=O)Nc2ccc(F)cc2)c1	/	-2	7
CCOC(=O)c1nn(-c2ccccc2)c(=O)cc1NC(=O)CCC1CCCCC1	-5	/	-2
CCOc1ncccc1CN1CCCC(C(=O)NCc2ccncc2)C1 (centres undefined)	-6	-2	-4
COCCN1C(=O)C(=O)C(=C(O)c2ccc(OC)cc2)C1c1ccc([N+](=O)[O-])cc1 (centres undefined)	-4	11	-3
Cc1ccc(F)cc1NC(=O)C(C(C)C)n1nnc(-c2ccccc2)n1 (centres undefined)	/	0	2
COC(=O)C(c1ccccc1)C1C=CC(NC(=O)c2ccc(SC(F)(F)F)cc2)C1 (centres undefined)	-7	9	-9
Cc1sc2ncnc(N=Nc3c(O)[nH]c4ccc(C(C)C)cc34)c2c1C	/	4	-3
Cc1cc(C)n(-c2cc(C(C)(C)C)nc3c(-c4ccccc4)cnn23)n1	-8	0	-7
COc1ccc(NC(=O)Cn2ccnc2-c2ccnc(N3CCSCC3)c2)cc1OC	/	-8	-1
COc1cn(CC(=O)N2CCCc3ccccc32)c(CSc2nc(C)cs2)cc1=O	-2	-7	-3
Cc1nnc(S(=O)(=O)CCN2CCOC2=O)n1CCc1cccs1	-16	3	-14

Another view of some results above.
SMILES,mcGAS inh,NPYLR7 agonist,hcGAS inh
COCCN1C(=O)C(=O)C(=C(O)c2ccc(OC)cc2)C1c1ccc([N+](=O)[O-])cc1 (centres undefined),-4,11,-3
Cc1ccc(F)cc1NC(=O)C(C(C)C)n1nnc(-c2ccccc2)n1 (centres undefined),/,0,2
COC(=O)C(c1ccccc1)C1C=CC(NC(=O)c2ccc(SC(F)(F)F)cc2)C1 (centres undefined),-7,9,-9
Cc1sc2ncnc(N=Nc3c(O)[nH]c4ccc(C(C)C)cc34)c2c1C,/,4,-3
Cc1cc(C)n(-c2cc(C(C)(C)C)nc3c(-c4ccccc4)cnn23)n1,-8,0,-7
COc1ccc(NC(=O)Cn2ccnc2-c2ccnc(N3CCSCC3)c2)cc1OC,/,-8,-1
COc1cn(CC(=O)N2CCCc3ccccc32)c(CSc2nc(C)cs2)cc1=O,-2,-7,-3

Next entries
SMILES	mcGAS inh	NPYLR7 agonist	hcGAS inh
COCCN(CCC(=O)NCCc1ccc(Cl)cc1Cl)c1nc(Cc2ccc(F)cc2)ns1	-5	6	-2
CN1C(=O)CC(C(=O)Nc2cccc(Cl)c2)SC1=Nc1ccccc1 (centres undefined)	/	1	-1
COc1ccc(CN2CCN(Cc3nc(C(C)C)cs3)CC2CCO)c(C)c1C (centres undefined)	/	-4	-7
CCC1=NN(C(=O)c2ccccc2Cl)C(O)(C(F)(F)F)C1 (centres undefined)	/	7	-9
Cc1cc2cc(CNC(=S)Nc3ccc(F)cc3)ccc2n1C	/	1	1
CC(=O)N1CCN(C(=O)c2c(C(C)C)nn(-c3ccc(F)cc3)c2C(C)C)CC1	2	-2	-1
O=C(NC1CCCC1)c1c(O)c2c([nH]c1=O)CCCC2	/	6	2
COCc1cc(C)nc(OCC(=O)N/N=C\c2ccccc2OC)c1C#N	-7	4	-9
CCOC(=O)COn1c(=O)c(-c2ccc(Oc3ccccc3)cc2)[n+]([O-])c2ccccc21	/	-3	-5
CC(C)(C)c1ccc(/C=N\Nc2ccc3c(Cl)cc(Cl)c(O)c3n2)cc1	-2	-5	-2
O=C(NCc1ccco1)c1cccc(S(=O)(=O)N2CCOCC2)c1	-7	-12	-6
COc1ccccc1CCCNC1CCSC1 (centres undefined)	-9	11	-4
COc1ccc(-c2c(-c3ccccc3)ncn2Cc2cnn(C(C)C)c2)cc1O	-12	/	-4
O=C(CN1CCN(C(=O)C2CC2c2cccc(Cl)c2)CC1)N1CCCCCC1 (centres undefined)	/	9	-2
C=CCNc1nnc(C(C)(C)C)c(=O)[nH]1	/	11	-4
CC(C)S(=O)(=O)N1CCC(Cc2nn(C)c(=O)n2-c2ccccc2)CC1	-18	15	-6
Cc1nc(CN2CCN(S(=O)(=O)NCc3ccccc3)CC2)no1	-9	/	2
CN(C1CCS(=O)(=O)C1)S(=O)(=O)c1ccc2ccccc2c1 (centres undefined)	/	-3	-5
O=C(CCC(=O)N1CCC2(CC1)CC(=O)c1ccccc1O2)c1ccc(CCCC2CC2)cc1	/	-10	-1
O=C(COC(=O)c1ccc(NC(=O)c2ccccc2)cc1)c1cccc([N+](=O)[O-])c1	-8	-3	-6
CCCOC(=O)C1=C(C)NC(=O)NC1c1ccc(N(C)C)cc1 (centres undefined)	-3	-1	-1
Cn1ccnc1C(NC(=O)Cc1ccc(Cl)cc1Cl)c1ccccc1F (centres undefined)	-6	-1	-6
COc1ccc(-c2c(C)nn(-c3ccccc3)c2C)c(C(=O)N2CCN(CCCC(c3ccc(F)cc3)c3ccc(F)cc3)CC2)c1	-4	-3	-6
CCC(=O)NC(c1ccccc1)c1ccc2nc[nH]c2c1 (centres undefined)	/	-1	-11
CC(C)CNC(=O)NC(=O)C(C)N1CCCN(c2ncccn2)CC1 (centres undefined)	/	0	6
CC(C)(C)c1ncc2c(n1)CN(C(=O)C1CCS(=O)(=O)CC1)C2	/	9	-7
COCCNC(=O)C(NC(=O)c1cccc(OC)c1)C1CCN(S(=O)(=O)c2ccc(Cl)cc2)CC1 (centres undefined)	-7	10	-2
Cc1cc(C(=O)Nc2ccc(F)cc2-c2ccc(F)cc2)n(C)n1	-17	7	-4
Nc1cccnc1S(=O)(=O)c1cccc(C(F)(F)F)c1	/	-6	-7
CC1Cc2cc(-c3c(-c4ccccc4)ncn3CCCO)ccc2O1 (centres undefined)	-14	4	-6
Cc1ccnc(C(NC(=O)C(=O)N2CCc3ccccc32)C2CC2)c1 (centres undefined)	/	10	-4
C=CCn1cc(C(=O)Nc2ccc(C)c(C)c2)c2nn(-c3ccccc3)c(=O)c-2c1	-7	8	-3
CS(=O)(=O)N1CCC(Oc2cccc(C(=O)NCCCc3ccccc3)c2)CC1	/	3	-3
COC(=O)c1cccc(C(=O)N2CCCC(Nc3ccc(C)c(C)c3)C2)c1 (centres undefined)	/	4	-4
O=C(NCc1nnc2n1CCCCC2)c1ccccc1C(=O)c1ccc(Cl)cc1	-5	0	2
Cc1cc2cc(CNC(=O)CCc3ccccc3)ccc2n1C	-1	8	-2
O=C(COc1ccccc1)N(CC(=O)N1CCc2sccc2C1c1ccc(Cl)cc1Cl)Cc1ccco1 (centres undefined)	-5	-7	-24
Cc1cccc(C(=O)NCCNc2ncccn2)c1C	/	-4	-5
Oc1cccc2cnccc12	/	1	-6
CC(=O)N1N=C(Cc2ccccc2)OC1C(=O)Nc1ccc(C(C)(C)C)cc1 (centres undefined)	/	6	-10
CN1CCN(n2c3c(c(SCc4cccc([N+](=O)[O-])c4)nc2=O)CCCC3)CC1	-9	-5	-6
NCC1CN(Cc2cccn2S(=O)(=O)c2ccccc2)CCO1 (centres undefined)	-11	1	-3
O=C(NC1CCN2CCCCC12)c1cccc2c3c([nH]c12)CCCC3 (centres undefined)	/	6	-3
CN[C@@H]1[C@H](O[C@H]2[C@H](O[C@@H]3[C@@H](O)[C@H](O)[C@@H](N=C(N)N)[C@H](O)[C@H]3N=C(N)N)O[C@@H](C)[C@]2(O)CO)O[C@@H](CO)[C@H](O)[C@H]1O	-5	-2	-1
COc1ccc(NC(=O)CSc2nc3c([nH]c4ccccc43)c(=O)n2C)c(OC)c1	-4	1	0
CN(C)c1ccc(NC(=O)c2ccccc2Cl)cc1CN(Cc1ccco1)C(=O)c1ccccc1Cl	1	-32	2
Cc1cc(Cl)ccc1N=Cc1nc(-c2ccccc2Br)oc1O	/	-3	-2
CCC(O)C1CCCCN1CCS(=O)(=O)C(C)C (centres undefined)	/	1	1
CCn1nnc2cc(C(=O)OCC(=O)Nc3ccccc3F)ccc21	/	0	-7
CCN(CC)Cn1c(O)c(N=NC(=O)c2ccncc2)c2ccccc21	1	9	1
Additional results follow.
SMILES	mcGAS inh	NPYLR7 agonist	hcGAS inh
Cc1cc(C(C)(C)C)ccc1OCC(O)Cn1c(=O)ccn(C)c1=O (centres undefined)	/	4	-8
CCC1=NOC(Cn2cnc(-c3ccccc3)c2-c2cc(C)[nH]n2)C1 (centres undefined)	-10	1	-2
O=c1nc2n(nc1-c1ccccc1)C1(CCCCC1)Nc1ccccc1-2	-16	10	-9
O=C(NC1CCC(NC(=O)[C@H]2CCCN2C(=O)c2ccc(F)cc2)CC1)c1ccccc1 (some centres undefined)	-4	21	-5
CO[C@@H]1CN(c2ccccc2)S(=O)(=O)[C@@]12CCN(CC1CC1)C2	-1	-4	7
O=S(=O)(c1ccccc1OC(F)(F)F)N1CCC(c2cn(Cc3ccc(C(F)(F)F)cc3)c3ccccc23)CC1	-7	28	-1
CC1Cc2nc(SCC(=O)c3ccccc3)n(-c3ccccc3)c(=O)c2S1 (centres undefined)	/	-4	-8
Cc1c[n+]2ccsc2n1CCCS(=O)(=O)O	-3	-11	1
Cc1ccc2[nH]nc(C(=O)N3CCCC(N4CCN(c5ccccc5C)CC4)C3)c2c1 (centres undefined)	/	2	-4
Cc1cccc(COn2cccc(C(=O)Nc3cccc(C)c3C)c2=O)c1	-5	3	-2
COc1cccc(C2CCCCN2S(=O)(=O)c2cnn(C)c2C)c1 (centres undefined)	-15	1	-3
CCOC(=O)c1c(N)nn(C(=O)CC)c1-c1ccccc1	/	-16	0
Cc1cc(C)cc(Cn2c(C)c(C(=O)N(C)Cc3ccc(F)cc3)sc2=O)c1	/	-8	5
CC(C)Oc1ccc2c(=O)c(-c3ccc4c(c3)OCCO4)c(C(F)(F)F)oc2c1	3	-18	3
CCCCN(C)C(=O)c1sc(=O)n(CCc2ccccc2)c1C	/	-4	-5
Cc1c(C(=O)NCc2ccncc2)cnn1-c1ccc(Cl)cc1	-3	14	-2
COc1ccc(C(=O)Nc2ccccc2OC)cc1F	/	2	-4
O=c1[nH]c(/C=C/c2cccs2)nc2ccc(Br)cc12	/	6	-15
O=C(CSc1nc2ccccc2[nH]1)N=Nc1c(O)[nH]c2ccccc12	-6	10	-4
CCOC(=O)CCC(=O)N1CCN(c2nc(CCc3ccccc3)nc3sc(C)c(C)c23)CC1	-3	-14	0
CC(c1nc(N)nc(N(C)C)n1)N1CCN(c2ccc(F)cc2)CC1 (centres undefined)	/	9	-12
Cc1cc(C)n(CC(C)NCc2nc(Cc3ccccc3F)no2)n1 (centres undefined)	/	4	-5
O=C1NC(c2ccccc2F)C(C(=O)C(F)(F)F)C(O)(c2ccccc2)N1 (centres undefined)	/	5&-4	-2&6
O=C(NCCOc1ccc2nnc(-c3cccc(F)c3)n2n1)c1cc(-c2ccccc2)n[nH]1	/	0	-4
Cc1cc(C)nc(NC(=O)c2c(-c3ccccc3Cl)noc2C)c1	-6	3	-6
N#Cc1cccc(OC2CC3CCC(C2)N3C(=O)c2ccc(CSc3nc(-c4ccccc4)cs3)cc2)c1 (centres undefined)	1	-10	-5
Cc1nn(C)c(C)c1-c1ccnc(N(C)Cc2cc(-c3ccccn3)no2)n1	/	0	-4
CCCCCN(C(=O)/C=C/c1ccc([N+](=O)[O-])cc1)C(C)c1nc2ccccc2c(=O)n1-c1ccc(OCC)cc1 (centres undefined)	-5	28	-2
O=C(CCc1cccnc1)N1C[C@H]2OC(=O)N(CCN3CCCCC3)[C@H]2C1	/	1	-4
CNC(=O)c1cnc(/C=C/C2=Cc3cc(Cl)ccc3OC2)s1	/	9	-17

Brought forward from above: 3 compounds, followed by the next part.
SMILES	mcGAS inh	NPYLR7 agonist	hcGAS inh
CCCCCN(C(=O)/C=C/c1ccc([N+](=O)[O-])cc1)C(C)c1nc2ccccc2c(=O)n1-c1ccc(OCC)cc1 (centres undefined)	-5	28	-2
O=C(CCc1cccnc1)N1C[C@H]2OC(=O)N(CCN3CCCCC3)[C@H]2C1	/	1	-4
CNC(=O)c1cnc(/C=C/C2=Cc3cc(Cl)ccc3OC2)s1	/	9	-17
N#CCCN(Cc1cccnc1)Cn1nc(-c2cc(-c3ccccn3)nc3ccccc23)oc1=S	/	6	40
COCc1cc(C)nc(N/N=C\c2ccc(-c3ccc(C)c([N+](=O)[O-])c3)o2)c1C#N	-4	-3	-2
Cc1ccsc1CNC(=O)N1CCN(c2ccccc2)CC1	/	-1	-13
COC(=O)c1cc(-c2ccco2)nc2c1c(-c1ccco1)nn2C1CCS(=O)(=O)C1 (centres undefined)	/	7	-7
Cc1cc(C(=O)NCc2ccco2)cc(S(=O)(=O)N(C)C)c1C	/	-3&3	-2&-5
Nc1nc(C2CC2)c(Sc2sc(N)nc2C2CC2)s1	/	-3	-9
CCn1c(C2CCN(C(=O)C3(Cn4cccn4)CC3)CC2)nn(C)c1=O	-1	-6	-3
O=C(N=C1N=C2C=CC(I)=CN2Cc2ccccc21)c1c(F)cccc1F	-4	3	-2
